D2 antag: antagonizes the human D2 dopamine receptor; P14416; HEK293 TREx D2 cells, calcium flux, dopamine EC80; inhibition, % at 10 µM; 340,000 compounds, 2% hits; AID 485344; in the data active = inhibition above about 30%; also: 0% is about no effect
Target sequence (P14416 whole entry, looked up): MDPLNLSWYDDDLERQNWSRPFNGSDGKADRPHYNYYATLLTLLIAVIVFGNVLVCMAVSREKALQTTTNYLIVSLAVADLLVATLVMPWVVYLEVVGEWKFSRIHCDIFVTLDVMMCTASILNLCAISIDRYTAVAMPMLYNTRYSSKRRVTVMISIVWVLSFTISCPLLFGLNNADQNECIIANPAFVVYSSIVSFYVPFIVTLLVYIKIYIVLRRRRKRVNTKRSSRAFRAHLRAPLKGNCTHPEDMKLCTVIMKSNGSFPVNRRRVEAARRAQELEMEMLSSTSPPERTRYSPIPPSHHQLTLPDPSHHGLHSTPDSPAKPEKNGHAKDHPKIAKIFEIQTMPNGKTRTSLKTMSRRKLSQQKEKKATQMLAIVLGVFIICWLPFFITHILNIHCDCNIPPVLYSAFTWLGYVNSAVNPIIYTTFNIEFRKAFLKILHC
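Dopamine at EC80 is the agonist stimulus; test compounds precede it by 180 s. Calcium flux read kinetically in a force-coupled, inducible HEK293 T-REx D2 cell line.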
ALOX12 inh: ALOX12 (human) lipoxygenase inhibition | P18054 | purified 12hLO, xylenol orange hydroperoxide absorbance | Potency, µM (titrated, usually from 108 µM), inactives show top-dose activity change, negative = inhibition, actives largely listed as inhibitors | 580,000 compounds, 1.1% hits; also: potency is read from the fitted curve at half-maximal effect; % is scaled to controls: 0 for no effect and ±100 for the full control effect
Target sequence (P18054 whole entry, looked up): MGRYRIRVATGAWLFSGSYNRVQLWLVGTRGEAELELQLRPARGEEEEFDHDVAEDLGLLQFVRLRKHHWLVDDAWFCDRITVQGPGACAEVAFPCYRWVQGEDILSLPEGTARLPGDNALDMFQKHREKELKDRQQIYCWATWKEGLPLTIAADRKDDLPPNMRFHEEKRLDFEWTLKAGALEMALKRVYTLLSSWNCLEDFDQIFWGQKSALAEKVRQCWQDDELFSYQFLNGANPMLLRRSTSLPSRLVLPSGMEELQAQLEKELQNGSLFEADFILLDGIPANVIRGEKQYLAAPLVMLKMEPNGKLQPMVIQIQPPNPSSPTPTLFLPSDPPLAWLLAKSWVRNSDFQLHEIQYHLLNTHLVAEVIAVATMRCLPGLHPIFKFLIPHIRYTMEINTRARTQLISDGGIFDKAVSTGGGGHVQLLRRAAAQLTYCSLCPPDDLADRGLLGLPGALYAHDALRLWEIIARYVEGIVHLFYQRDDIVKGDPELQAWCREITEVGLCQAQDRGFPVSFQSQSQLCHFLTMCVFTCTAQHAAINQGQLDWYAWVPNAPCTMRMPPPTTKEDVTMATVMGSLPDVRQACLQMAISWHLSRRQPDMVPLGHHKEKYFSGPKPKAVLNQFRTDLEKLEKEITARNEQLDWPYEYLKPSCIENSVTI
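Purified human 12hLO (150 nM final) in 25 mM Hepes, 0.01% Triton X-100, pH 7.0 was preincubated 15 min at room temperature with compound. Then 40 uM arachidonic acid was added, 30 min. Hydroperoxide was read by Fe-XO absorbance ratio 573/405 nm.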
Glioma ERSR ind: ER stress response induction in glioma | U87-MG GRP78 promoter luciferase reporter, 16 h | Potency, µM, without a hit: at the top dose activation, actives largely listed as activators | 420,000 compounds, 0.02% hits | AID 602332; also: potency is read from the fitted curve at half-maximal effect; series mostly up to about 76 µM; % of control where 0% means no effect; nearly all actives have a fitted effect of over 35% in size
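Stably transfected U87-MG human glioma cells carrying a GRP78-based luminescent sensor were seeded at 1000 cells/well, pin-dosed with compounds and incubated 16 h. Luciferase reagent was then added, and end-point luminescence was read after 10 min at room temperature.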
Vif-APOBEC3G blk: blocks the Vif interaction with human APOBEC3G | Potency, µM (doses to about 46.1 µM), for inactives: top-dose activity, negative = active, hits mostly inhibitors | Q9HC16 | AID 602310 | 410,000 compounds, 0.076% hits | HeLa A3G-eYFP + Vif (tagged APOBEC3G with the HIV-1 protein that degrades it), YFP fluorescence, overnight;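 also: potency is read from the fitted curve at half-maximal effect; % is scaled to controls: 0 for no effect and ±100 for the full control effect; nearly all actives have a fitted effect of over 60% in size; hits raise eYFP signal because A3G escapes Vif-driven loss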
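Read-out is eYFP fluorescence (Ex 488/Em 500-530) from Vif-expressing HeLa A3G-eYFP cells; more signal means A3G escaped Vif-mediated degradation. Cells plated overnight, compound pinned in, incubated overnight at 37 deg C.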
Vif-A3F inh: inhibitors of Vif-A3F interaction; HeLa A3F-eYFP + Vif (tagged APOBEC3F with the HIV-1 protein that degrades it), YFP fluorescence increase; AID 602313; Potency, µM (titrated, usually from 46.1 µM), without a hit: top-dose activity, negative = active; 390,000 compounds, 0.2% hits; also: potency is read from the fitted curve at half-maximal effect; % of control where 0% means no effect; nearly all actives have a fitted effect of over 65% in size
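Fluorescence increase (Ex 488/Em 500-530) after overnight compound treatment at 37 deg C flags inhibition of Vif-driven A3F-eYFP loss in stable HeLa A3F-eYFP/Vif cells seeded overnight beforehand.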
ERG Ets-DNA blk: ERG Ets/DNA interaction inhibition; fluorescence polarization, His-ERG Ets domain / labelled DNA; Potency, µM (doses to about 76.9 µM), without a hit: at the top dose FP activity, negative = inhibition, most hits filed as inhibitors; 370,000 compounds, 0.028% hits; AID 624246; active = well fitted inhibition curve with a large enough effect in the polarisation, with a control signal flat; inconclusive = small, poorly fitted or top-dose-only effect, or effect the other way, or a change in a side signal; inactive = no such curve, though single readings can be large or run the other way; the % refers to the polarisation;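 also: polarization taken with two DNA probes labelled with fluorescein and Texas red; potency is read from the fitted curve at half-maximal effect; % of control where 0% means no effect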
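His-tagged ERG Ets domain (1 uM in the protein solution; 300mM KCl, 50mM Tris-HCl, 1mM EDTA, 1mM DTT, pH 7.5) received compound, then a probe mix of 5 nM fluorescein-DNA and 100nM Texas-615-DNA. Fluorescence polarization was read for both dyes.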
D2 agonist: D2 dopamine receptor (human) agonism. P14416. HEK293 T-REx D2 cells, calcium flux agonist mode. activation, % at 2 µM. 340,000 compounds, 0.53% hits. AID 485358;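 active = activation over 3 SD above normal in the single-dose calcium agonist read, cut at about 30% in these data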; also: 0% is about no effect
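Agonism scored from kinetic calcium signal (1 read/sec, 180 s) following compound pin transfer, after a 10 s baseline. Cells: HEK293 Trex line expressing inducible D2 receptor coupled to calcium, dye-loaded after overnight culture at 30 C.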
LDHA inh: inhibitors of human lactate dehydrogenase A; 480,000 compounds, 0.15% hits; activity change, % (values are at about 110 or 230 µM); P00338; purified LDHA, NADH/diaphorase-resazurin fluorescence; hits give low values; in the data active = activity change below about -30%; inconclusive = mostly about -25% to -30%;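 also: plate controls were DMSO wells for no effect and wells without enzyme for full effect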
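Enzyme activity of human lactate dehydrogenase 5 (2 nM; 0.06 mM NADH, 0.2 mM pyruvate, 5 min, RT) is measured via a resazurin/diaphorase fluorescence readout of residual NADH.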
RGS4 inhibitor: inhibitors of human regulator of G protein signaling 4 | P49798 | Transcreener GDP fluorescence polarization, RGS4-accelerated GTP hydrolysis | Potency, µM (top dose mostly 114 µM), inactives show at the top dose activity change, negative = inhibition, usual class: inhibitors | 390,000 compounds, 0.039% hits | AID 504845; also: potency is read from the fitted curve at half-maximal effect; % is scaled to controls: 0 for no effect and ±100 for the full control effect; nearly all actives have a fitted effect of over 75% in size; some results filed as inactive show a strong effect at the top dose
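MLSMR compounds (23 nl, pin-transferred) preincubated 10 min at room temperature with a 500nM (2x) first reagent, then RGS4 at 900nM (2x) plus Transcreener GDP mix added; fluorescence polarization (620/688 nm) read before and after 90 min at 30 °C.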
Numbers without * were called inactive; i = inactive; u = inconclusive; x = no result given; & = joins results of further samples; [ ] = dose if it differs, or a comment. Unless noted, calls follow the shape of the dose curve; as a rule, active = well fitted curve in the direction sought with a large enough effect; inconclusive = small, poorly fitted or top-dose-only effect, or another doubt; inactive = no such curve, though single readings can be large; an effect the other way counts as inactive or inconclusive.

SMILES	D2 antag	ALOX12 inh	Glioma ERSR ind	Vif-APOBEC3G blk	Vif-A3F inh	ERG Ets-DNA blk	D2 agonist	LDHA inh	RGS4 inhibitor
Cc1ccc(-c2cc(C(=O)Nc3cccnc3)c3ccccc3n2)s1	-5	u	0%	-5%	-10%	12%	0.3	-1	0%
Cc1cc(C)c(C#N)c(N2CCN(CCOc3ccc(Cl)cc3)CC2)n1	121*	-4%[57.4 µM]	-4%	-4%	-4%	x	1.0	0	-13%
CC(=O)Nc1cc(-c2ccc(CO)cc2)cn2c(-c3cccc(C(F)(F)F)c3)cnc12	x	u	u	-11%	x	x	x	5	x
Nc1nc(Nc2cccc(C(F)(F)F)c2)nc(C(F)(F)F)n1	-13	11%	1%	u	-21%	5%	-0.4	-3	3%
CC(=O)Nc1cccc(NC(=O)c2cc(-c3cccnc3)nc3ccc(Br)cc23)c1	-16	-1%	-3%	-20%	-2%	5%	-0.9	-4	-39%
O=C(NC(=S)Nc1ccc(S(=O)(=O)Nc2nccs2)cc1)c1cccnc1	1	u	-3%	1%	-13%	-8%	2.2	-13	-40%
COc1ccc(N2CC(NC(=O)CCc3ccccc3)CC2=O)cc1OC (configuration not stated)	x	9%	-2%	0%	-6%	1%	0.6	-5	-24%
CCCNc1c(NS(=O)(=O)c2ccc(Cl)s2)c(=O)oc2ccccc12	3	u	-3%	4%	-13%	10%	0.6	-6&-6	16%
COc1cc(-c2csc(CCn3nc(C)cc3C)n2)cc(OC)c1OC	0	1%	-3%	-1%	13%	-11%	-0.6	-12	-14%
Cn1cnc(S(=O)(=O)N2CCC(C(=O)Nc3ccc(C#N)cc3)CC2)c1	x	-8%	-1%	7%	-6%	0%	-0.4	0	-6%
CCCNC(=O)N1c2ccccc2Sc2ccccc21	-2	59%[activator]	-3%	-1%	-29%	3%	-1.3	-8	15%
COc1ccc(NC(=O)NC23CC4CC(CC(C4)C2)C3)cc1OC	-3	1%	7%	3%	1%	-5%	0.1	3	-5%
COc1cc2ccc(C(C)=O)cc2cc1OC	x	23%	0%	-1%	5%	x	x	4	x
Cc1cccc(N(C(=O)CNC(=O)c2ccco2)C(C(=O)NC2CCCC2)c2ccncc2)c1 (configuration not stated)	x	22%	-2%	0%	-18%	0%	x	1	9%
Cc1csc(NC(=O)c2ccc(C)c(S(=O)(=O)N3CCCCC3)c2)n1	0	52%[activator]	2%	-7%	4%	-5%	-0.7	12	-28%
CC12C(=O)N(c3nccs3)C(=O)C1C1C=CC2C1 (configuration not stated)	25	4%	-4%	-6%	-5%	-1%	1.7	0	-16%
O=C(Nc1ccc(Br)cn1)c1cccc2c1-c1ccccc1C2=O	-7	38%[activator]	-5%	-24%	2%	9%	0.8	1	4%
CC[n+]1c(/C=C/C=C/N(C(C)=O)c2ccccc2)sc2ccccc21	-10	u	-3%	-44%	x	14%	0.5	-3	u
O=C1CC(c2ccccc2)Cc2nc3nc(C(F)(F)F)nn3cc21 (configuration not stated)	2	-9%&5%	-5%	-1%	-13%	-1%	1.2	12&7	-12%
Cc1cc2c(cc(C(=O)NCCCN3CCOCC3)n2Cc2ccc(Cl)cc2)o1	3	-2%	-3%	0%	-21%	-4%	-1.4	5	16%
Cc1c(NC(=O)CSc2n[nH]c(=O)n2-c2ccccc2)c(=O)n(-c2ccccc2)n1C	11	-7%	1%	1%	-19%	-12%	0.5	2	u
CSCC[C@H](NC(=O)[C@H](Cc1ccccc1)n1c(=O)[nH]c2ccccc2c1=O)C(=O)N1CCC[C@@H]1C(=O)O	16	-6%	-5%	10µM*	-2%	52%[activator]	0.1	0	-5%
Cc1cc(C(=O)OCC(=O)NCc2cccs2)ccc1[N+](=O)[O-]	x	9%	-3%	0%	11%	-3%	x	-8	26%
O=C1CC(N2CCN(c3ccc(F)cc3)CC2)C(=O)N1Cc1ccccc1 (configuration not stated)	8	12%	-2%	0%	8%	1%	0.7	1	-25%
CCOC(=O)C(=O)C1=C(N2CCOCC2)/C(=C\c2cccc([N+](=O)[O-])c2)CC1	14	u	-3%	-1%	-4%	-10%	0.6	-5	-5%
SMILES	D2 antag	ALOX12 inh	Glioma ERSR ind	Vif-APOBEC3G blk	Vif-A3F inh	ERG Ets-DNA blk	D2 agonist	LDHA inh	RGS4 inhibitor
O=C(NC1CCCCC1)c1ccc(Cn2cc(Cl)cn2)cc1	16	0%	0%	1%	-4%	-1%	0.3	2	8%
C=C(C)c1cccc(C(C)(C)NC(=O)NCC2COCCO2)c1 (configuration not stated)	-6	u	-5%	1%	-8%	0%	-0.8	3	3%[56.9 µM]
CC(Oc1cc2oc(=O)c3c(c2cc1Cl)CCC3)C(=O)NCCCn1ccnc1 (configuration not stated)	1	7%	-4%	4%	5%	-5%	0.1	-3	35%
COc1cc2oc(=O)cc(CN3CCCCC3)c2cc1Cl	x	u	-3%	-1%	x	x	x	1	x
N/C(=N\OC(=O)c1cc(Cl)ccc1Cl)c1ccncc1	-15	u	7%	-2%	2%	-15%	0.2	-5	-17%
CCOC(=O)CCNC(=O)Nc1ccc2nc(C)n(Cc3ccc(Cl)cc3)c(=O)c2c1	1	18%	-3%	0%	-3%	x	-0.2	-4	-27%
COC(=O)NC(=C(Cl)Cl)S(=O)(=O)c1ccccc1	3	78%[activator]	-15%	u	-15%	10%	-0.3	-2	-20%
CNS(=O)(=O)c1cc(C(=O)NCc2ccco2)ccc1Cl	-7	0%	-5%	-1%	0%	4%	1.2	-4	-18%
COc1ccc(Oc2nc3c(c(=O)n(Cc4ccccc4Cl)c(=O)n3C)n2C)cc1	x	-17%	-2%	4%	-1%	-2%	-0.5	-10	19%
COc1ccc(Nc2c3c(nc4ccc(NC(=O)/C=C/c5cc(OC)c(OC)c(OC)c5)cc24)CCCC3)cc1OC	x	-8%	-11%	-21%	5%	-6%	-0.4	1	-13%
Cc1ccc2nc(N3CCN(Cc4nnnn4C4CCCC4)CC3)c(C#N)cc2c1	6	-24%	-6%	2%	2%	3%	-0.5	-1	u
COc1ccc(OC)c(NCc2cccn2-c2nnc(N3CCC(C)CC3)s2)c1	x	-18%	1%	u	-3%	2%	0.0	20	16%
C/C(Cc1ccccc1)=N\NC(=O)CNC(=O)c1ccccc1Cl	-6	254%[activator]	1%	1%	13%	-2%	-0.5	1	-12%
CC(=O)Nc1ccc(S(=O)(=O)N[C@@H](C)C(=O)OCC(=O)c2ccc[nH]2)cc1	x	-2%	-3%	3%	-6%	6%	x	-4	-5%
CC(=O)Nc1cccc(C(=O)OC(C)C(=O)NCc2ccc3c(c2)OCO3)c1 (configuration not stated)	14	13%	-5%	0%	-8%	-8%	0.7	-7	10%
O=S(=O)(NCc1nc(-c2ccccc2)no1)c1ccc(F)cc1	x	i	-8%	5%	3%	4%	x	-1	-4%
CCCOc1ccc(N2C(=O)CC(SC(=N)N3N=C(c4ccccc4)CC3c3ccccc3)C2=O)cc1 (configuration not stated)	5	-13%	-3%	-6%	4%	4%	-0.2	-4	-5%
O=C1CCN(C(=O)Nc2cccc(Cl)c2)N1	3	-5%	4%	0%	7%	8%	1.2	2	-24%
Cc1c(C)c2ccc(OCC(=O)N3CCOCC3)c(C)c2oc1=O	10	6%	-1%	0%	0%	0%	0.1	-1	8%
CCN(CC(=O)Nc1ccccc1C(F)(F)F)C(=O)CCS(=O)(=O)c1ccc(Cl)cc1	0	-29%	-3%	-6%	3%	9%	-0.5	-2	-30%
CCn1ccnc1C(O)c1cccc(OC)c1OC (configuration not stated)	x	u	-3%	0%	-1%	4%	x	3&-4	-20%
O=C1Cc2cc(S(=O)(=O)N3CCN(c4ccc(O)cc4)CC3)ccc2N1	x	u	-4%	3%	x	x	x	-7&11	x
COc1ccc(N2CCN(C3CC(=O)N(C)C3=O)CC2)cc1 (configuration not stated)	-9	2%	-2%	2%	6%	-8%	0.3	2	-16%
Cc1c(C(=O)O)c2cc(O)ccc2n1-c1ccccc1	-20	u	-3%	0%	8%	0%	0.2	8&4	-2%
Cc1ccc(C(=O)C2CCN(CC(=O)N3CCN(c4ccc(F)cc4)CC3)CC2)cc1	51*	-10%	-2%	-1%	-10%	3%	0.3	-3	24%
SMILES	D2 antag	ALOX12 inh	Glioma ERSR ind	Vif-APOBEC3G blk	Vif-A3F inh	ERG Ets-DNA blk	D2 agonist	LDHA inh	RGS4 inhibitor
Fc1cccc(NC(=S)N2CCCCC2)c1	-6	0%	-4%	-6%	2%	1%	0.2	2	-2%
Cc1cc(Cl)c(OCCOCCN2CCCCC2)c(Br)c1	-4	u	-4%	0%	-1%	1%	0.2	u	-5%
CC1(c2nnc(-c3cccc(Cl)c3)o2)CC(c2ccc(Cl)cc2)=NO1 (configuration not stated)	x	-11%	-1%	-5%	6%	-3%	x	-2	-3%
O=C(Cn1nc2n(c1=O)-c1ccccc1SC2)N/N=C/c1ccncc1	6	0%	-2%	0%	5%	8%	-0.2	1	31%
Cc1ccc2c(=O)c(C(=O)c3ccc(F)cc3)cn(CC(=O)NCc3ccccc3Cl)c2n1	x	-7%	-4%	0%	u	10%	-0.6	4	-8%
COc1ccc(N(C(=O)c2ccc3c(c2)OCO3)C2C=CS(=O)(=O)C2)c(OC)c1 (configuration not stated)	-3	1%	-3%	1%	-13%	-2%	0.7	-3	-11%[56.9 µM]

Bioassay records as filed in PubChem.

Only part of the results is shown; rates above refer to the full screens.
